High-throughput results deposited in PubChem by National Center for Advancing Translational Sciences (NCATS).
Rab9 prom act – Rab9 promoter activation; AID 485297; Huh7 Rab9 promoter-luciferase reporter, luminescence, 24 h; 320,000 compounds, 2.8% hits; Potency, µM (highest dose often 9.22 µM), inactives show at the top dose activation, negative = inhibition, usual class: activators; further: potency means the concentration at half of the fitted maximal effect; % of control where 0% means no effect; nearly all actives have a fitted effect of over 60% in size
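Measured in stably transfected Huh7 cells bearing a Rab9 promoter–luciferase construct: 24 h compound treatment at 37 °C, followed by luminescence detection.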
RORg inh – blocks mouse ROR gamma transcriptional activity. P51450. 310,000 compounds, 5.4% hits. Potency, µM (series often up to 53.6 µM), without a hit: at the highest dose activity change, negative = inhibition, most hits filed as inhibitors. Drosophila S2 Gal4-RORgamma UAS-luciferase reporter, 20 h; further: potency means the concentration at half of the fitted maximal effect; on the % scale 0 is the no-effect control and ±100 the full control effect; nearly all actives have a fitted effect of over 60% in size
Target sequence (P51450 whole entry, looked up, the tested form may be a part): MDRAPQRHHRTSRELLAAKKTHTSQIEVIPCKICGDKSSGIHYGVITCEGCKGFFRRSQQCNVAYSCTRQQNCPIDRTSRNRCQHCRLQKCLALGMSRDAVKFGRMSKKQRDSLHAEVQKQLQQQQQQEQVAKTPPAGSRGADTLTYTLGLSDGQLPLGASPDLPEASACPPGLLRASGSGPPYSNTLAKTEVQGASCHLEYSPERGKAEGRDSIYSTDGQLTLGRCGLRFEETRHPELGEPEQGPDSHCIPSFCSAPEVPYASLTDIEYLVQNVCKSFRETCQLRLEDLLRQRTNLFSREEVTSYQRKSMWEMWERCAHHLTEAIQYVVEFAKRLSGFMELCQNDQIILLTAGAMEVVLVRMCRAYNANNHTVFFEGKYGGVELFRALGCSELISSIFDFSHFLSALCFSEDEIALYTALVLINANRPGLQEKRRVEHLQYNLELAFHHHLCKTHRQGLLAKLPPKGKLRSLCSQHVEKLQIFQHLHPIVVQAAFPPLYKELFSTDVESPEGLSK
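Stable Schneider cell line, Gal4 DNA-binding domain fused to ROR gamma, UAS-luciferase. Cmpd 1 hr RT → CuSO4 700 uM final → 20 hr RT → luciferase reagent 10 min → luminescence.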
BRCA1 expr up – BRCA1 expression activation; Potency, µM (series often up to 46.1 µM), for the others: top-dose activation, hits mostly activators; 380,000 compounds, 1.1% hits; MCF7-BRCA1-FFLuc reporter, luminescence, 48 h; response scale: scaled: vehicle 0%, 10 µM genistein 100%; further: potency means the concentration at half of the fitted maximal effect; nearly all actives have a fitted effect of over 80% in size; some results filed as inactive show a strong effect at the top dose
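Luminescence from a BRCA1-driven firefly luciferase in MCF7 cells was the read-out, taken 15 min after substrate addition following 48 h compound exposure at 37 °C. Data were normalized to a 10 microM genistein control and DMSO vehicle.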
TRPV1 ag – activates the human vanilloid receptor TRPV1; 320,000 compounds, 0.19% hits; TRPV1-expressing cells, Fluo-8 calcium influx, agonist mode; activation, % at 8.33 µM; in the data active means activation above about 80%; inconclusive means between about 30% and that limit; further: 0% is about no effect
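Fluo-8 calcium influx in TRPV1-expressing cells, kinetic read (ex 480/em 520 nm). Compound added and read 3 min for agonist activity, followed by capsaicin at EC20 final and 2 min further read for enhancement.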
ELG1 repair inh – blocks ELG1-dependent DNA repair in HEK293T cells; HEK293T ELG1-luciferase reporter, luminescence, 16 h; DNA damage induced by 5-fluorouridine; Potency, µM (top dose mostly 46.1 µM), inactives show at the highest dose activity change, negative = inhibition, usual class: inhibitors; 330,000 compounds, 2.3% hits; further: potency means the concentration at half of the fitted maximal effect; on the % scale 0 is the no-effect control and ±100 the full control effect; nearly all actives have a fitted effect of over 55% in size
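Overnight (16 hr) co-exposure of 2,000 cells/well to 5-fluorouridine and compound at 37 °C preceded detection. Luciferase was quantified via ONE-Glo luminescence; loss of signal denotes inhibition.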
Gal4-VP16 FLuc – counter-screen for ROR gamma inhibitors: Gal4-VP16 reporter; Drosophila S2 Gal4-VP16 UAS-luciferase, luminescence, 20 h; Potency, µM (top dose mostly 53.6 µM), without a hit: at the top dose activity, negative = inhibition, actives largely listed as inhibitors; 310,000 compounds, 3.5% hits;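 further: Gal4-VP16 expression switched on by copper sulfate through the metallothionein promoter; potency means the concentration at half of the fitted maximal effect; on the % scale 0 is the no-effect control and ±100 the full control effect; nearly all actives have a fitted effect of over 50% in size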
Tb PFK block – blocks T. brucei phosphofructokinase; 330,000 compounds, 0.17% hits; Potency, µM (top dose mostly 57.5 µM), inactives show at the highest dose activity, negative = inhibition, most hits filed as inhibitors; T. brucei PFK, ADP-Glo luminescence;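 further: potency means the concentration at half of the fitted maximal effect; 0% = uninhibited 1x PFK enzyme wells and -100% = no-enzyme wells; nearly all actives have a fitted effect of over 60% in size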
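Luminescent ADP detection (ADP-Glo, two-step: ATP depletion then ADP-to-ATP conversion for luciferase) reported PFK activity after 45 min room-temperature reaction of 1.25 nM enzyme with 0.5 mM F6P and 0.1 mM ATP at pH 8.0.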
FLuc modulator – firefly luciferase modulation, counter-screen for miR-21 project. Potency, µM (doses to about 57.5 µM), for the others: at the highest dose activity change, negative = inhibition, usual class: inhibitors. 360,000 compounds, 6.9% hits. P08659. purified FLuc, Km substrates, luminescence inhibition;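 further: potency means the concentration at half of the fitted maximal effect; plate controls were vehicle for no effect and reference inhibitor for full effect; nearly all actives have a fitted effect of over 55% in size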
Target sequence (P08659 whole entry, looked up): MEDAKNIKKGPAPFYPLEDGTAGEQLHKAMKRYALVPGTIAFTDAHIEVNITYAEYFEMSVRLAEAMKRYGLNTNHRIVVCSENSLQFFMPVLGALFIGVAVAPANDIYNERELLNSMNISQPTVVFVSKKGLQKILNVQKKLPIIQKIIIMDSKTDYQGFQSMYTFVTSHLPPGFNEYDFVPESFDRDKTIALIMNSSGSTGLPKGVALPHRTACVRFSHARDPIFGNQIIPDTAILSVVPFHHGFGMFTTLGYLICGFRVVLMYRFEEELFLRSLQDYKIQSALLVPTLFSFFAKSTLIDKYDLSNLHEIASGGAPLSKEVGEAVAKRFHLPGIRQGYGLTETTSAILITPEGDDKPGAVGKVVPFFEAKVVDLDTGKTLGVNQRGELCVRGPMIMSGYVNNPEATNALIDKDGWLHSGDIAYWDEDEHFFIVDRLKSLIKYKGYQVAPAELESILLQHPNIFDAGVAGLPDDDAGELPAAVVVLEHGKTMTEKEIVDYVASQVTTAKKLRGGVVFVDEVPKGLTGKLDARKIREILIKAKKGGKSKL
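Biochemical qHTS of compounds, final roughly 60 µM downward over six points, against 10 nM purified firefly luciferase using Km concentrations of substrates (10 uM D-luciferin, 10 uM ATP) in Tris acetate pH 7.5 buffer; luminescence output.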
ELG1 genotox – genotoxicity induction in ELG1-luciferase HEK293T cells; 330,000 compounds, 1.3% hits; HEK293T ELG1-luciferase reporter, luminescence, 16 h; Potency, µM (top dose mostly 46 µM), for the others: at the highest dose activity change, positive = activation, hits mostly activators; further: potency means the concentration at half of the fitted maximal effect; % of control where 0% means no effect; nearly all actives have a fitted effect of over 60% in size
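Reporter readout depends on ELG1 protein level, which increases with genetic stress. After 16 hr compound exposure at 37 °C, luciferase activity was quantified using ONE-Glo.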
NPC1 promoter act – activates the NPC1 promoter; Huh7 NPC1 promoter luciferase reporter, 24 h; Potency, µM (highest dose often 9.22 µM), for the others: at the top dose activation, hits mostly activators; 320,000 compounds, 2.4% hits;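 further: potency means the concentration at half of the fitted maximal effect; % of control where 0% means no effect; nearly all actives have a fitted effect of over 60% in size; reporter is driven by a mutant NPC1 promoter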
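NPC1 promoter–luciferase Huh7 cells; 24 h compound; luminescence.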
p53 reactivation – re-activators of mutant p53. H1299 p53-A138V BP100-luciferase reporter, luminescence, 24 h. Potency, µM (series often up to 92.2 µM), for inactives: at the top dose activity change, positive = activation, hits mostly activators. 320,000 compounds, 0.063% hits; further: potency means the concentration at half of the fitted maximal effect; % of control where 0% means no effect; nearly all actives have a fitted effect of over 45% in size
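H1299 (p53-null), stable ts p53-A138V + BP100-Luc; 1000 cells/well, Opti-MEM/10% FBS; cpd 4 pt, 1:5; 24 h, 37 deg C, 5% CO2; detection reagent 10 min RT; luminescence.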
Starred values were filed as active, the others as inactive; ? = inconclusive; . = no result given; & = joins results of further samples; [ ] = another dose, or the depositor's remark. Unless noted, the call rests on the fitted dose curve; in most records, active means well fitted curve in the direction sought with a large enough effect; inconclusive means small, poorly fitted or top-dose-only effect, or another doubt; inactive means no such curve, though single readings can be large; an effect the other way counts as inactive or inconclusive. The order is random; about 15% have a hit in one of these screens.

SMILES	Rab9 prom act	RORg inh	BRCA1 expr up	TRPV1 ag	ELG1 repair inh	Gal4-VP16 FLuc	Tb PFK block	FLuc modulator	ELG1 genotox	NPC1 promoter act	p53 reactivation
COC(=O)c1ccccc1OCCOc1ccccc1C(=O)OC	-4%	21%	3%	0	10%	0%	1%	1%	1%	2%	0%
O=C(CCC1CCN(Cc2ccc(C#CCCO)cc2)CC1)NC1CC1	-5%	-1%	-24%	-4	9%	-3%	0%	2%	1%	-1%	8%
Cc1oc(C(C)(C)C)cc1C(N)=O	1%	?	13%	-7	0%	-11%	0%	-2%	-1%	3%	-3%
CNC(=O)Nc1cccc(-c2ccnc(C)n2)c1	-1%	7%	-19%	0	14%	0%	-9%	-7%	2%	1%	3%
CCOc1cc(/C=N\NC(=O)OC(C)(C)C)ccc1OC(=O)c1ccco1	-2%	21%	0%	0	-3%	-16%	-5%	-1%	-1%	-4%	6%
O=C(CCc1ccccc1)NC(=S)Nc1cccc(Br)c1	-2%	11µM*	-3%	7	16%	?	-3%	-2%	1%	-1%	18%
CC(C)c1[nH]nc2c1C(c1cccnc1)C(C#N)=C(N)O2 (centres undefined)	1%	34%	-16%	2	-4%	4%	0%	-1%	0%	8%	-10%
CCN(C(=O)c1ccc(NC(C)=O)cc1)c1ccccc1	0%	1%	-15%	-1	1%	0%	-3%	0%	-1%	-1%	1%
CCOC(=O)Cc1c(C)[nH]n(-c2ccccc2)c1=O	-1%	-12%	-15%	-3	-12%	-11%	5%	6%	2%	-2%	1%
Cc1ccc(S(=O)(=O)NCCCCCC(=O)Nc2ccccc2)cc1	-1%	29%	1%	4	-20%	12%	-3%	0%	-2%	-3%	-5%

Arranged by value in p53 reactivation (falling): three of the compounds above
SMILES | p53 reactivation
CNC(=O)Nc1cccc(-c2ccnc(C)n2)c1 | 3%
CCOC(=O)Cc1c(C)[nH]n(-c2ccccc2)c1=O | 1%
Cc1oc(C(C)(C)C)cc1C(N)=O | -3%

More results follow.
SMILES	Rab9 prom act	RORg inh	BRCA1 expr up	TRPV1 ag	ELG1 repair inh	Gal4-VP16 FLuc	Tb PFK block	FLuc modulator	ELG1 genotox	NPC1 promoter act	p53 reactivation
Cc1nn(Cc2ccccc2)c(C)c1N	-5%	-20%	1%	-4	-5%	-18%	-4%	-3%	1%	0%	-5%
CC(C)n1cc(CN2CCC(n3nccc3NC(=O)C3CCCC3)CC2)cn1	14%	-26%	-5%	-2	4%	-15%	-5%	1%	-4%	0%	17%
FC(F)Oc1ccccc1/C=N/Nc1nc2ccccc2o1	4µM*	?	80%	3	?	?	-11%	?	19%	?	16%
OCCNc1nc2nonc2nc1NCCO	-5%	-15%	27%	-3	1%	5%	0%	-1%	7%	-4%	3%
COc1ccc(C(=O)COc2cccc(NC(=O)c3ccco3)c2)cc1	-1%	?	8%	?	?	1%	3%	15µM*	-7%	-2%	-3%
CCCCN(C)C(=O)c1nc2ccccn2c1CN1CCN(C/C=C/c2ccccc2)CC1	1%	5%	-10%	0	-16%	9%	-1%	0%	-10%	-5%	-2%
O=C(CNC(=O)C1CCCCC1)NNC(=O)c1ccc(Cl)cc1Cl	4%	-20%	-10%	-2	17%	-1%	-1%	5%	-1%	-1%	-3%
C=CCN(c1ccccc1)S(=O)(=O)c1cccc(C(=O)NCc2ccco2)c1	.	.	-52%	.	-20%	.	0%	.	-3%	.	4%
O=C(Nc1nnc(C2=COCCO2)o1)c1ccc([N+](=O)[O-])cc1	1%	1.1µM*	-27%	-4	-1%	0.89µM*	3%	-3%	-6%	1%	-5%
COc1ccc(N(CC(=O)NC2CCS(=O)(=O)C2)S(=O)(=O)c2cc(C)ccc2C)cc1 (centres undefined)	.	.	1%	.	13%	.	0%	.	2%	.	-7%
COc1cc(CN2CCC(Cc3ccccc3)CC2)c([N+](=O)[O-])cc1OC	4%	12%	-16%	-3	?	6%	0%	-5%	-6%	-2%	5%
CN1CCN(C(=O)c2ccccc2NC(=O)COc2ccccc2Cl)CC1	12%	8%	-9%	1	20%	7%	3%	4%	0%	2%	28%
O=C(Nc1cccnc1)c1cc(-c2ccc(Cl)cc2)on1	2%	4%	-7%	10	6%	2%	0%	1.5µM*	9%	-2%	6%
CCCNC(=O)C(=O)NCC1CCCN1CC (centres undefined)	-4%	0%	-4%	-5	-3%	-6%[10 µM]	1%	1%	5%	1%	1%
O=C(N/N=C\c1cc2c(cc1Cl)OCO2)c1cccnc1	7%	9%	37%	12	?	-5%	-1%	-13%	8%	15%	-9%
CCOC(=O)C1=C(C)N(C)C(=S)NC1c1cccc(Cl)c1Cl (centres undefined)	-7%	4µM*	-16%	0	?	?	-2%	-1%	-2%	-6%	10%
O=C1C2C(C(=O)N1/N=C/c1cc([N+](=O)[O-])c(O)cc1O)C1C=CC2C12CC2 (centres undefined)	-2%	2%	8%	?	-27%	6%	26%	?	-5%	1%	-4%
O=C(NCN1CCOCC1)c1cnccn1	6%	-39%&9%	2%	1	10%	1%&1%	0%	0%	0%	-3%	14%
COc1ccccc1CNC(=O)CNCC1CCCO1 (centres undefined)	15%	1%	-20%	4	13%	0%	-3%	3%	0%	3%	15%
NC(=O)CC(NC(=O)Cc1cccc2ccccc12)c1ccc(NC2CCCCC2)c([N+](=O)[O-])c1 (centres undefined)	1%	-19%	23%	1	11%	-15%	0%	-1%	4%	-3%	-1%
CCc1nn(CC(=O)NC2CCN(Cc3ccccc3)CC2)c(=O)c2cc3cc(F)ccc3n12	-5%	9%	-13%	-2	1%	-12%	-2%	3%	9%	-2%	-12%
Cc1cccc(C)c1NC(=O)CN(C)CC(=O)N(C)CC(=O)Nc1ccccc1Br	4%	.	-6%	0	-5%	.	0%	0%	-3%	0%	-1%
Cc1nc(C)c(C(=O)Nc2cccc(F)c2)s1	7%	11%	25%	10	?	-20%	-14%	-16%	6%	12%	6%
COC(CNC(=O)c1ccc2c(c1)ncn2-c1ccc(F)cc1F)OC	9%	25%	-3%	-1	-15%	-4%	-2%	-10%	-6%	2%	1%
Cc1cc(C)cc(NC(=O)COC(=O)CCc2ccc(S(=O)(=O)N3CCOCC3)cc2)c1	-4%	18%	-12%	3	11%	3%	6%	-3%	3%	-1%	-2%
CC(=O)N1CCN(Cc2nc3cc(NC(=O)c4ccccc4Cl)ccc3n2C)CC1	-11%	-4%	-9%	1	-2%	-14%	-2%	-19%	-3%	-2%	-4%
CCN=C1SC(C(=O)Nc2ccc(Cl)c(Cl)c2)CC(=O)N1CC (centres undefined)	4%	-18%	-12%	1	-2%	-2%	-3%	2%	0%	-3%	-1%

Grouped by structure: the entries above containing a Cl atom (7)
SMILES	Rab9 prom act	RORg inh	BRCA1 expr up	TRPV1 ag	ELG1 repair inh	Gal4-VP16 FLuc	Tb PFK block	FLuc modulator	ELG1 genotox	NPC1 promoter act	p53 reactivation
O=C(CNC(=O)C1CCCCC1)NNC(=O)c1ccc(Cl)cc1Cl	4%	-20%	-10%	-2	17%	-1%	-1%	5%	-1%	-1%	-3%
CN1CCN(C(=O)c2ccccc2NC(=O)COc2ccccc2Cl)CC1	12%	8%	-9%	1	20%	7%	3%	4%	0%	2%	28%
O=C(Nc1cccnc1)c1cc(-c2ccc(Cl)cc2)on1	2%	4%	-7%	10	6%	2%	0%	1.5µM*	9%	-2%	6%
O=C(N/N=C\c1cc2c(cc1Cl)OCO2)c1cccnc1	7%	9%	37%	12	?	-5%	-1%	-13%	8%	15%	-9%
CCOC(=O)C1=C(C)N(C)C(=S)NC1c1cccc(Cl)c1Cl (centres undefined)	-7%	4µM*	-16%	0	?	?	-2%	-1%	-2%	-6%	10%
CC(=O)N1CCN(Cc2nc3cc(NC(=O)c4ccccc4Cl)ccc3n2C)CC1	-11%	-4%	-9%	1	-2%	-14%	-2%	-19%	-3%	-2%	-4%
CCN=C1SC(C(=O)Nc2ccc(Cl)c(Cl)c2)CC(=O)N1CC (centres undefined)	4%	-18%	-12%	1	-2%	-2%	-3%	2%	0%	-3%	-1%
